Fam108B inh – mouse Fam108B serine hydrolase inhibitors, primary screen, counter-screen for RBBP9 inhibitor project, biochemical, fluorescence polarization; recombinant Fam108B, FP-Rh probe fluorescence polarization; inhibition, % at 9.51 µM; 300,000 tested, 0.33% active;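 active means inhibition above the screen mean inhibition plus 3 SD, computed separately per campaign, cut at about 18% in these data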;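 further: inhibitors lower polarization as less probe binds the enzyme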
MEX-5 binding – MEX-5 zinc finger RNA-binding disruptors – biochemical, C. elegans, fluorescence polarization, MLPCN library, primary screen. Zinc finger protein mex-5 (Caenorhabditis elegans), Q9XUB2. activity score (negative = inhibition of binding), % at 10 µM. MEX-5/FITC-TCR2 RNA binding; active compounds read low. 300,000 tested, 0.38% active;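 active means inhibition past about -25% in most replicates, and total fluorescence under double the plate's negative control median, limit read from the data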;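 further: 0% = DMSO and -100% = 5 µM competing unlabeled TCR2 RNA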
CR mimetic SO – reduction of superoxide in aged yeast, primary screen, HTS; S. cerevisiae aged cells, superoxide DHE fluorescence; active compounds read low; superoxide response (% of plate mean), % at 10 µM; 330,000 tested, 0.18% active; AID 2690, 2010;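 active means superoxide response under a set limit, about three screen SD below normal, cut at about 65% in these data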;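 further: yeast aged for seven days with compound at 30 °C before DHE staining; 100% = average MFI of all compound-treated wells on the plate with controls excluded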
Bcl-xL primary – inhibitors of human Bcl-xL, primary screen, biochemical, fluorescence polarization, HTS | GST-Bcl-xL / FITC-Bim BH3 peptide fluorescence polarization | 320,000 tested, 0.7% active | Bcl-2-like protein 1 (Homo sapiens), Q07817 | inhibition, % at 10.9 µM;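 active means inhibition above the mean of all tested compounds plus 3 SD, cutoff set per campaign, cut at about 30% in these data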;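 further: 0% = DMSO wells and 100% = unlabeled Bim-BH3 peptide competitor; inhibitors lower millipolarization by displacing the labeled peptide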
Target sequence (Q07817 whole entry, looked up): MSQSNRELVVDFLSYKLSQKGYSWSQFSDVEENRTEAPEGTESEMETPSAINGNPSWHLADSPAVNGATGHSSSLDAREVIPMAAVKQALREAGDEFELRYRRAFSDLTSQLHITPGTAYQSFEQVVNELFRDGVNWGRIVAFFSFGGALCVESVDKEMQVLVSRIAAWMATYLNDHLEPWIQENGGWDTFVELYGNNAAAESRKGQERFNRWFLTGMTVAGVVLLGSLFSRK
EBNA-1 inhibitor – EBNA-1 DNA-binding inhibitors, primary screen, biochemical, fluorescence polarization | AID 1950, 2009 | inhibition, % at 14.8 µM | 300,000 tested, 0.34% active; in the data active means inhibition above about 28%
GLD-1 RNA inh – GLD-1/TGE RNA complex disruptors, primary screen, biochemical, fluorescence polarization. Female germline-specific tumor suppressor gld-1 (Caenorhabditis elegans), Q17339. purified GLD-1 + fluorescein TGE RNA. inhibition, % at 5.96 µM. 320,000 tested, 0.44% active;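 active means percent inhibition above a per-plate cutoff, the plate mean of test compounds plus 3 SD, cut at about 30% in these data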;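 further: 0% = DMSO wells with GLD-1 and probe and 100% = wells lacking GLD-1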
Target sequence (Q17339 whole entry, looked up): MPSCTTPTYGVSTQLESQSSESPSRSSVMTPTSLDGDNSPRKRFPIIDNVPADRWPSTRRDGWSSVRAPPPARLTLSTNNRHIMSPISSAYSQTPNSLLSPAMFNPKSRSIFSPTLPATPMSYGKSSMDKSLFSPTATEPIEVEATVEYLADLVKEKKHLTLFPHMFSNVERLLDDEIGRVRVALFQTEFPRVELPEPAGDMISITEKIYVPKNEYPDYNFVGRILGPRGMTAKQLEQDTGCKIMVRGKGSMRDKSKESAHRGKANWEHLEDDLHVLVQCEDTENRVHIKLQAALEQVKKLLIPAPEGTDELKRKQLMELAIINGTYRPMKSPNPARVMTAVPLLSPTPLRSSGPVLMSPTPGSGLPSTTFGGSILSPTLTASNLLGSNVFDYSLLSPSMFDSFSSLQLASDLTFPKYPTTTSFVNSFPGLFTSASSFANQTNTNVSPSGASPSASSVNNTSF
MCL1-BIM inh – inhibitors of MCL1 binding to BIM-BH3, primary screen, biochemical, fluorescence polarization; AID 2057, 2009; inhibition, % at 10.9 µM; Induced myeloid leukemia cell differentiation protein Mcl-1 (Homo sapiens), Q07820; 320,000 tested, 0.68% active; GST-MCL1 / FITC-Bim-BH3 fluorescence polarization;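 active means inhibition above the mean inhibition of all tested compounds plus 3 SD, set per campaign, cut at about 40% in these data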;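 further: 0% = DMSO wells and 100% = unlabeled Bim-BH3 peptide control; higher means more loss of mP so more displacement of Bim peptide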
Target sequence (Q07820 whole entry, looked up): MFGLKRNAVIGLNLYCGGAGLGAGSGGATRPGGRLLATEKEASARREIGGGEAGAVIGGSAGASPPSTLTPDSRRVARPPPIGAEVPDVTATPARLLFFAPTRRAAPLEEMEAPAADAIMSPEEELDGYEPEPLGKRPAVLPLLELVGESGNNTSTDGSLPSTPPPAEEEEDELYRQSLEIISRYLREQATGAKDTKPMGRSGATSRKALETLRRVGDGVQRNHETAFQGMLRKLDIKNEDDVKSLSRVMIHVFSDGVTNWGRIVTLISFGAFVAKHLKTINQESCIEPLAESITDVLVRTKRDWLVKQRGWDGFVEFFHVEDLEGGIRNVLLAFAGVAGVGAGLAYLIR
ZTA counter – counter-screen for EBNA-1 inhibitors: inhibitors of Epstein-Barr virus ZTA | ZTA-DNA binding, fluorescence polarization | inhibition, % at 11 µM | P03206 | 320,000 tested, 0.15% active; in the data active means inhibition above about 33%
Efflux pump inh – inhibitors of Candida efflux pumps in yeast, primary screen, S. cerevisiae, Nile Red, multiplex; S. cerevisiae Candida pump triplex; inhibition, % at 10 µM; 330,000 tested, 0.44% active;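 active means plate passing quality check with inhibition over a set limit, or well fluorescence over plate mean plus 4 SD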;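 further: Nile Red retained in pooled yeast measured as flow cytometry median fluorescence; 0% = buffer negative control and 100% = Enniatin B positive control; higher means more Nile Red kept so more efflux inhibition; some compounds called inactive have numbers as strong as hits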
Numbers without * were called inactive; nt = not tested or not shown.

SMILES	Fam108B inh	MEX-5 binding	CR mimetic SO	Bcl-xL primary	EBNA-1 inhibitor	GLD-1 RNA inh	MCL1-BIM inh	ZTA counter	Efflux pump inh
COc1ccc2[nH]c(C(=O)N3CCc4ccccc4C3)c(C)c2c1	-2	-2.0	134	11	4	3	4	-3	-0.2
COC(=O)c1ccccc1COn1c(=O)c(C)[n+]([O-])c2ccccc21	2	1.4	105	3	-1	-9	5	7	0.0
Cc1ccc(-c2[nH][nH]c(=O)c(=O)c2N=Nc2ccccc2)cc1	-2	0.5	111	-1	1	6	10	-17	-0.1
CCN1CCN(C(=O)CN(CCc2ccccc2)S(C)(=O)=O)CC1	3	-2.1	108	4	8	-3	0	19	0.0
Cc1cccc(OCCCSc2nc3ccc(C)cc3[nH]2)c1	2	-0.5	87	2	7	7	3	7	-0.1
C=CCSc1ncnc2sc(C)c(C)c12	-3	3.6	74	-1	4	1	-4	10	0.0
O=C(CSc1nc2ccsc2c(=O)n1NC(=O)c1ccccc1)NCc1ccco1	2	0.2	102	7	-2	-3	5	-16	-0.1
COc1cccc(NC(=O)c2nc(SC)ncc2Cl)c1	-1	2.3	106	1	3	5	-2	-6	-0.1
CC(C)(C)N(NC(=O)c1ccccc1)C(=O)c1cccc(C(=O)N(NC(=O)c2ccccc2)C(C)(C)C)c1	-5	-2.7	98	4	5	1	-1	15	0.1
COc1ccc(CCNC(=O)c2cccc(S(=O)(=O)N3CCOCC3)c2)cc1OC	nt	nt	89	4	nt	-6	8	-2	0.1
CC1CCN(CCCN2C(=O)C3C(C(=O)Nc4cccc(Cl)c4)C4C=CC3(O4)C2C(=O)NC2CCCCC2)CC1 (stereo not drawn)	1	-1.8	101	5	0	-2	-4	-5	-0.1
Cc1ccnc(NC(=O)c2ccc(OCC3CCCO3)cc2)c1 (stereo not drawn)	-4	-3.8	111	-1	-16	-6	-11	-22	0.3
CN(CC(=O)Nc1ccc(F)c(F)c1)S(=O)(=O)c1cccc2cccnc12	-2	-1.6	80	5	1	6	-6	2	0.0
Cc1ccc(OCC(O)Cn2c(=N)n(Cc3ccccc3)c3ccccc32)cc1 (stereo not drawn)	0	-0.3	90	4	-8	0	2	-8	0.1
COc1cc(OC)nc(NC(=O)C(C)C)n1	4	-0.2	102	-1	-4	2	-1	-10	0.0
CCN(CC)CCN1C(=O)C(O)=C(C(=O)c2cccs2)C1c1ccccn1 (stereo not drawn)	0	-0.5	89	6	0	8	4	-11	-0.2
CCc1nc(SCC(N)=O)c2c(=O)n(C)c(=O)n(C)c2n1	5	0.1	110	4	1	9	9	5	0.1
Cn1nc(C(=O)N2CCN(c3ccccc3)CC2)c2c1-c1ccccc1S(=O)(=O)C2	1	1.9	98	1	11	2	-1	-2	-0.1
COc1ccc(CCNc2nc(Cl)nc(NC(C)(C)CO)n2)cc1OC	-2	0.7	92	8	0	11	6	0	-0.1
CC(=O)c1cccc(NC(=O)NNC(=O)c2ccc3ccccc3c2)c1	-6	1.5	102	5	10	-2	6	76*	-0.1
O=C(NCCc1ccccc1)c1ccc2c(c1)S(=O)(=O)N=C1CCCCCN12	nt	nt	111	-4	nt	7	-5	-5	0.3
Cc1cc(NC(=O)C(C)C)n(-c2nc3ccccc3s2)n1	0	1.3	107	2	4	1	12	-7	-0.1
O=c1[nH]cnc(O)c1C(c1ccc2c(c1)OCO2)c1c(O)nc[nH]c1=O	2	-1.4	105	2	-5	-6	-3	3	0.1
Cc1ccc(Sc2ccc([N+](=O)[O-])cc2[N+](=O)[O-])nc1	0	2.1	117	3	-3	-1	1	3	0.1
Cc1ccccc1CN1CCNC(=O)C1CC(=O)NCCN1CCCCC1=O (stereo not drawn)	-1	-7.1	98	15	10	16	12	-3	0.0
O=C(c1cccc(C(F)(F)F)c1)C1CCCN(Cc2ccc(OCCO)cc2)C1 (stereo not drawn)	1	0.2	96	0	6	4	-8	-12	0.1
COc1ccc(Cc2nnc(SC(C)C(=O)Nc3ccc(F)cc3Cl)o2)cc1 (stereo not drawn)	1	-2.0	86	-1	-1	6	-9	9	-0.1
CC(=O)c1c(N2CCN(C)CC2)[nH]c(-c2ccccc2)nc1=S	1	0.4	107	9	-10	0	14	-2	1.5*
CN1CCc2cc(Cl)c(O)cc2[C@@H](c2ccccc2)C1	3	-0.4	101	8	2	4	9	-2	0.0
CN1CCN(CC#CCC(O)(c2ccccc2)C2CCCC2)CC1 (stereo not drawn)	-4	-0.1	101	6	-14	-2	8	9	0.1
Cn1c(=O)c2sccc2n2c(CCCC(=O)NCc3ccco3)nnc12	-1	0.2	128	7	3	-3	3	9	-0.1
O=C(N/N=C(\Cc1ncc[nH]1)c1ccccc1)c1cccnc1	-1	nt	93	5	-2	-4	1	3	0.2
CCCCCCNS(=O)(=O)c1ccc(OC)c(OC)c1	2	-0.8	88	0	3	4	1	-7	-0.2
CCOc1ccc(C(=O)N2CCC(C(=O)c3ccc4c(c3)OCCO4)CC2)cc1	2	-0.6	84	0	11	6	3	-8	-0.1
COc1cccc(CNC(=O)C2CC(=O)N(c3ccc4c(c3)OCCO4)C2)c1 (stereo not drawn)	4	-2.0	98	3	5	3	6	3	0.1
COc1cccc(OCC(O)CN2C(C)CCCC2C)c1 (stereo not drawn)	3	-1.6	121	-4	0	-2	-6	0	0.0

Arranged by SMILES length (smallest number first): some entries from above
SMILES	Fam108B inh	MEX-5 binding	CR mimetic SO	Bcl-xL primary	EBNA-1 inhibitor	GLD-1 RNA inh	MCL1-BIM inh	ZTA counter	Efflux pump inh
CC(=O)c1c(N2CCN(C)CC2)[nH]c(-c2ccccc2)nc1=S	1	0.4	107	9	-10	0	14	-2	1.5*
COc1ccc(Cc2nnc(SC(C)C(=O)Nc3ccc(F)cc3Cl)o2)cc1 (stereo not drawn)	1	-2.0	86	-1	-1	6	-9	9	-0.1
O=C(c1cccc(C(F)(F)F)c1)C1CCCN(Cc2ccc(OCCO)cc2)C1 (stereo not drawn)	1	0.2	96	0	6	4	-8	-12	0.1

(next part)
SMILES	Fam108B inh	MEX-5 binding	CR mimetic SO	Bcl-xL primary	EBNA-1 inhibitor	GLD-1 RNA inh	MCL1-BIM inh	ZTA counter	Efflux pump inh
COc1ccc(CCNC(=O)C/C(C)=N/NC(=O)C(c2ccccc2)c2ccccc2)cc1OC	0	nt	105	6	5	4	5	-7	-0.1
COc1cc(/C=N/NC(=O)C(C)Nc2n[nH]c(=O)[nH]c2=O)ccc1O (stereo not drawn)	-3	-2.9	91	2	-3	-1	0	-4	0.1
COc1cc2c(cc1OC)C(c1cc3cc(OC)c(OC)cc3[nH]c1=O)N(C(=O)C1CC1)CC2 (stereo not drawn)	0	nt	145	8	-3	5	2	-1	0.0
Cc1cc(=O)[nH]c(N2CCN(C(=O)c3ccco3)CC2)n1	-1	1.3	108	2	-15	5	3	-4	-0.1
O=C(Nc1nnc(-c2ccccn2)o1)c1ccc(Br)cc1	2	-0.8	104	2	0	-2	7	6	0.2
CC1C(=O)N2CCCc3cc(S(=O)(=O)N(C)c4ccccc4)cc1c32 (stereo not drawn)	-2	-1.7	109	0	-9	-7	-7	-8	0.1
O=C(NCC1CCCO1)c1ccc(CS(=O)(=O)c2c(Cl)cccc2Cl)o1 (stereo not drawn)	-2	0.1	91	3	-7	-1	2	18	0.0
Cc1ccc(S(=O)(=O)N2CCOCC2)cc1NC(=O)CSc1n[nH]c(N)n1	0	-0.2	95	0	-22	9	1	-1	0.0
CC(NC(=O)c1cc(=O)[nH]c2ccccc12)c1ccccc1 (stereo not drawn)	0	-2.2	98	7	0	7	3	8	-0.1
CCOCCCNC(=O)C1CCN(S(=O)(=O)c2c(C)noc2/C=C\c2ccc(OC)cc2)CC1	4	-1.3	99	9	2	-3	8	9	0.1
Cc1nnc(N2CCCCC2)c2ccccc12	3	1.4	109	-1	3	5	1	1	0.0
O=C(O)c1ccc(CN2CCOCC2)o1	-1	-2.5	112	2	5	-3	-4	15	0.1
O=C(CSc1n[nH]c(-c2cccs2)n1)NC1CCS(=O)(=O)C1 (stereo not drawn)	4	1.3	94	-1	-7	5	-13	6	-0.2
COc1cccc(CN2CCNC(=O)C2CC(=O)N(Cc2cnn(C)c2)C(C)C)c1 (stereo not drawn)	1	-3.1	105	1	-5	1	0	-9	-0.6
Cc1cc(C)cc(NC(=S)N2CCC(NC(=O)c3ccc(F)cc3)CC2)c1	-1	-1.0	112	-1	-22	-10	12	9	0.5
COc1ccc(NC2CCCN(C(=O)c3cccc(C)n3)C2)cc1OC (stereo not drawn)	3	-1.4	90	2	-6	8	6	-15	0.6
COc1ccc(-c2cn3cc(C)ccc3n2)cc1F	4	-1.9	75	4	-11	2	5	21	-0.2
COc1cccc(Nc2c(Nc3cccc(OC)c3)c(=O)c2=O)c1	0	0.3	93	2	10	-5	1	9	-0.1
CSc1ccc(CN(C)C(=O)CNC(=O)c2ccc3c(c2)OCO3)cc1	5	2.2	88	2	-2	-9	-3	-12	-0.2
COc1ccc(C(C(=O)NC2CCCC2)N(C(=O)c2snc(-c3ccc(F)cc3)c2N)c2cccc(F)c2)cc1 (stereo not drawn)	-1	0.6	109	0	-5	5	6	-2	0.1
CCNc1nc(NCc2ccccc2)nc(SCC(N)=O)n1	7	-0.3	90	6	8	-3	4	13	-0.1
COC(=O)c1ccccc1N=Nc1c(N)n[nH]c1N	2	-14	87	10	13	2	10	-7	-0.1
CCOC(=O)CC(=O)NC(CC(=O)OC)c1ccc(C(C)C)cc1 (stereo not drawn)	-8	1.0	74	3	-19	3	3	6	0.4
O=Nc1c(O)n(Cc2ccc(Cl)cc2)c2ccccc12	-19	-0.5	97	4	4	6	5	4	-0.2
CC(=O)OCC(=O)[C@@]12OC3(CCCC3)O[C@@H]1C[C@H]1[C@@H]3CCC4=CC(=O)C=C[C@]4(C)[C@@]3(F)[C@@H](O)C[C@@]12C	0	1.0	101	5	-1	0	3	-4	0.1
COc1ccc(-c2csc(NC(=O)c3ccccc3NS(=O)(=O)c3ccc(F)c(F)c3)n2)cc1	18	-0.1	116	5	10	10	7	12	-0.1
CCN1CCN(C(c2cccs2)C(C)NC(=S)Nc2cccc(C)c2C)CC1 (stereo not drawn)	-2	nt	92	4	2	1	3	0	-0.4
O=C(Nc1cccc(-c2cn3cccnc3n2)c1)c1cccs1	-3	-3.9	93	0	7	0	0	7	0.2
CN(C)C(=O)N1CCN(c2nc(-c3ccccc3)cs2)CC1	4	0.9	101	5	-2	1	26	-7	-0.1
CC(Oc1ccc(Br)cc1)C(=O)Nc1ccc(S(=O)(=O)Nc2nccs2)cc1 (stereo not drawn)	0	-1.2	93	3	9	-6	1	7	-0.2
N#Cc1ccsc1NC(=O)C1CCN(S(=O)(=O)c2cccs2)CC1	2	-0.8	95	1	5	3	-2	8	0.0
Cc1ccc(-c2nc(CN(Cc3c(C)nn(C)c3C)C(C)C)c(C)o2)o1	-5	-1.7	105	2	-5	6	-3	-4	0.0
